# Screening data as filed in PubChem BioAssay.
# SRC1 inh: inhibitors of human steroid receptor coactivator 1 (SRC1); HEK293 GAL4-SRC1 luciferase reporter, luminescence; inhibition, % at 3.6 µM; 360,000 compounds, 0.12% hits; AID 588354;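 active = inhibition above the campaign mean plus 3 SD, with each screening campaign given its own cutoff, cut at about 60% in these data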;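 note: 0% = DMSO treated cells and 100% = gossypol at 36 µM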
# EBV LMP1 NFkB: Epstein-Barr LMP1 NF-kappaB reporter inhibition; LMP1-induced NF-kappaB luciferase reporter cells, luminescence; inhibition, % at 12.5 µM; 350,000 compounds, 0.69% hits; in the data active = inhibition above about 41%;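 note: 0% = neutral control wells and 100% = reference inhibitor control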
# MC4R barr agon: agonists of human melanocortin 4 receptor (MC4R) beta-arrestin; P32245; 360,000 compounds, 0.98% hits; U2OS MC4R beta-arrestin complementation, luminescence; percent of melanotan II response, DMSO zero; activation, % at 8.9 µM; AID 540308;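 active = activation above a per-plate cutoff, the mean activation of sample wells on that plate plus 3 SD, cut at about 8% in these data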
# NCOA3 inh: inhibits human SRC3 coactivator; 360,000 compounds, 0.17% hits; Q9Y6Q9; AID 588352; inhibition, % at 3.6 µM; HEK293 GAL4-SRC3 luciferase reporter, luminescence;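 active = inhibition above a per-campaign cutoff, the mean of all compounds plus 3 SD, cut at about 60% in these data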;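 note: 0% = DMSO-treated cells and 100% = gossypol-treated cells at 36 µM; higher means less SRC3-driven luciferase light from the GAL4 reporter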
# Target sequence (Q9Y6Q9 whole entry, looked up, the tested form may be a part): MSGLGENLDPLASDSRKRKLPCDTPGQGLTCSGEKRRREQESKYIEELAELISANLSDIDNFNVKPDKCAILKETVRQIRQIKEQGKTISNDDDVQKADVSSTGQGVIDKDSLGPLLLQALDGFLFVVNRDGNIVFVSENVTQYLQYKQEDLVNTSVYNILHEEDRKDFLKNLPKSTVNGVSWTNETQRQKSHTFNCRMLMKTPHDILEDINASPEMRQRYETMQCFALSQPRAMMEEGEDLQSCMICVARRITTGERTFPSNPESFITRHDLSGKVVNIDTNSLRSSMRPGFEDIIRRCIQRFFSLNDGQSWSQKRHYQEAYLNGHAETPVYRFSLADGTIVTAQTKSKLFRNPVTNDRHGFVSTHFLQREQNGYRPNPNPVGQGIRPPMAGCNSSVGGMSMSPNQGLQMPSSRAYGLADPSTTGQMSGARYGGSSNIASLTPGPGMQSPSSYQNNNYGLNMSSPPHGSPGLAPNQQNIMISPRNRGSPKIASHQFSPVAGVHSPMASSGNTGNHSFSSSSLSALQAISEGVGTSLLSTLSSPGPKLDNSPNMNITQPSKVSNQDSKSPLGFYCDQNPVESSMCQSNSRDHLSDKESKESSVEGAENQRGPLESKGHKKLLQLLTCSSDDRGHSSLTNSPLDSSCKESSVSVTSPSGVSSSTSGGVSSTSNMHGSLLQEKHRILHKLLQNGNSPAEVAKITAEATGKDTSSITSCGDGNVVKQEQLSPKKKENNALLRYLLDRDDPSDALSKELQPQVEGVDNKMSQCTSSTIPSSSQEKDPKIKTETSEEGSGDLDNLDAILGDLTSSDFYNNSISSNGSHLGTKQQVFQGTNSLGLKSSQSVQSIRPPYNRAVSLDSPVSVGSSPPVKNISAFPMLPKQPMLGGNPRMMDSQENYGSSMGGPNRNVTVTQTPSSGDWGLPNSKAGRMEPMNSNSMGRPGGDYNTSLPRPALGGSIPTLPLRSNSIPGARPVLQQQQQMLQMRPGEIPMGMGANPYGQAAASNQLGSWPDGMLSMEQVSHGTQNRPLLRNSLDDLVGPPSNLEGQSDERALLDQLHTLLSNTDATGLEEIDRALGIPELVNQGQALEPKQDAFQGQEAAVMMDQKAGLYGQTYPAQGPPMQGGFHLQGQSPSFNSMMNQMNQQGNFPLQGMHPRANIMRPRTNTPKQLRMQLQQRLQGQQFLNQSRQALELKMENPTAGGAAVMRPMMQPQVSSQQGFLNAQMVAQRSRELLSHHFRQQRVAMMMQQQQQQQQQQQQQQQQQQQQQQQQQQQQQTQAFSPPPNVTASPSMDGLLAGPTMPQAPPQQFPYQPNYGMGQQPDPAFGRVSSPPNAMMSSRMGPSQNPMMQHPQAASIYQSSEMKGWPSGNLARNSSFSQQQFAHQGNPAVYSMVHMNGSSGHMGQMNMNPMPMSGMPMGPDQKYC
# COUP-TFII inh: blocks human COUP-TFII nuclear receptor | P24468 | HEK293T NGFI-A luciferase reporter, luminescence | inhibition, % at 8.6 µM | 370,000 compounds, 0.7% hits | AID 686940;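 active = inhibition above a per-plate cutoff, mean inhibition of test wells between control levels plus 3 SD, cut at about 38% in these data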;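 note: cells cotransfected with COUP-TFII expression vector driving the NGFI-A reporter; 0% = median of COUP-TF2 test wells and 100% = reporter-only cells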
# NOD2 RIPK2 PPI: NOD2-RIPK2 protein interaction inhibition. CHO BLA complementation NOD2-RIPK2, CCF4 ratio. inhibition, % at 4.98 µM. O43353. AID 624267. 360,000 compounds, 0.38% hits; in the data active = inhibition above about 21%;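 note: 0% = vehicle only and 100% = reference blocker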
# TLR9-MyD88 inh: TLR9-MyD88 interaction inhibition; CHO BLA complementation TLR9-MyD88, CCF4 FRET ratio; inhibition, % at 4.98 µM; AID 504734; Q9NR96+Q99836; 340,000 compounds, 0.21% hits;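 active = inhibition above the mean over all tested compounds plus 3 SD, cut at about 21% in these data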;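 note: 0% = DMSO only wells and 100% = clavulanate BLA inhibitor control wells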
# ABHD5 PLIN5 PPI: ABHD5-PLIN5 protein interaction inhibition | 360,000 compounds, 0.78% hits | Q00G26+Q8WTS1 | AID 602281 | inhibition, % at 4 µM | Split G. princeps luciferase complementation, luminescence, 4 h;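 active = inhibition above the mean inhibition across every tested compound plus 3 SD, cut at about 22% in these data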;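 note: 0% = DMSO only wells and the 100% control is not disclosed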
# MC4R antag cAMP: human MC4R antagonism in cAMP assay | inhibition, % at 6.5 µM | MC4R-expressing cells, MTII-stimulated cAMP, LANCE TR-FRET | AID 540295 | 360,000 compounds, 0.48% hits;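 active = inhibition above its plate's cutoff, the mean of tested wells on that plate plus 3 SD, cut at about 29% in these data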;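 note: 0% = Melanotan II alone and 100% = Melanotan II plus saturating MCL0020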
#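 system = U2OS cells with stable human MC4R expression | also added = Melanotan II challenge after compound preincubation | dosing = one concentration, 6.5 µM nominal | incubation = compound 30 min, challenge 1 h, detection 1 h | measured by = TR-FRET with Eu-cAMP and labeled anti-cAMP, 671 nm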
# SRC2 inh: human SRC2 (NCOA2) inhibition; Q15596; HEK293 GAL4-SRC2 luciferase reporter, luminescence; inhibition, % at 9 µM; 370,000 compounds, 0.17% hits; AID 651957;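 active = inhibition above the mean inhibition of all tested compounds plus 3 SD, set per campaign, cut at about 52% in these data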;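 note: 0% = DMSO treated cells and 100% = cells given Gossypol at 36 µM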
# NR5A2 inv ag: inverse agonists of human LRH-1 (NR5A2); HEK293T StAR-luciferase reporter, LRH-1 transfected, 24 h; inhibition, % at 3.6 µM; 360,000 compounds, 0.13% hits; AID 602396;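 active = inhibition above the mean inhibition of all tested compounds plus 3 SD, cut at about 73% in these data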;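 note: 0% = DMSO wells and 100% = reporter-only cells lacking LRH-1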
# Starred values were filed as active, the others as inactive; · = no result given. Only part of the results is shown (hit frequency here may not be typical).
SMILES,SRC1 inh,EBV LMP1 NFkB,MC4R barr agon,NCOA3 inh,COUP-TFII inh,NOD2 RIPK2 PPI,TLR9-MyD88 inh,ABHD5 PLIN5 PPI,MC4R antag cAMP,SRC2 inh,NR5A2 inv ag
O=C(CN1CCN(S(=O)(=O)c2ccccc2F)CC1)Nc1ccnn1C1CCCC1,-3,1,-2.9,-26,26,9,-1,-2,16,3,7
CCCC(=O)N1CCCC(c2cc(C(=O)NCc3ccc(F)cc3)no2)C1 (configuration not stated),-4,·,-2.1,-1,7,5,·,-3,4,-18,9
CSc1cccc(NC(=O)N2CCc3ccc(NC(=O)c4ccccn4)cc3C2)c1,-76,-10,0.1,-62,-13,-1,-3,6,1,-21,-116
COc1ccccc1NC(=O)/C=C/C(N)=O,-34,7,-3.2,5,0,2,7,14,21,-19,10
COC(CNC(=O)c1c[nH]c2ccc(S(=O)(=O)N(C)c3ccc(F)cc3)cc2c1=O)OC,8,-7,-1.3,10,10,-6,5,2,-1,-11,4
COc1ccc(/C=N/S(=O)(=O)c2cccs2)cc1,4,-3,1.3,15,2,0,-7,5,5,-10,11
O=S(=O)(c1ccccc1)N1CCN(S(=O)(=O)c2ccccc2)c2ccccc21,-14,1,0.9,-26,-3,-18,-10,-8,-1,-4,-2
CCCSc1nnc(-c2cccc(S(=O)(=O)N(C)C)c2)n1-c1cc(OC)ccc1OC,-3,-19,-2.1,16,-4,-10,0,0,1,24,20
CSc1nc2sc3c(c2c(=O)[nH]1)CCC(C)C3 (configuration not stated),-4,-20,4.9,-6,1,-5,-3,-4,9,-22,-27
O=C(CCc1nnc(C2CCCCC2)o1)NCCCOc1cccnc1,-4,1,-2.1,-2,-9,-8,7,0,1,-7,7
O=C(NCc1nc2ccccc2[nH]1)C1=C[C@H](C2CC2)C[C@H](OCc2ccc(CO)cc2)O1,-5,18,-0.6,3,18,-3,-1,2,-1,-27,9
CN(C)c1ccc(CNC23CN4CN(CN(C4)C2)C3)cc1,0,-7,-0.6,4,-2,-8,1,7,1,-5,19
O=S1(=O)CCN(Cc2csc(-c3cccs3)n2)CC1,-85,6,2.5,-36,-49,-5,-7,-5,-9,-27,-73
CC(=O)N(C(C)=O)c1ncn(C)c1S(=O)(=O)Nc1ccccc1,-24,8,-1.8,-15,-4,0,-5,0,-1,-13,7
CCc1cc(=O)oc2cc(C)cc(OC(=O)c3ccco3)c12,3,0,-1.9,-4,6,-1,6,-2,6,12,18
CC(C)S(=O)(=O)N1CCCC(c2cc(C(=O)Nc3ccc(F)c(Cl)c3)no2)C1 (configuration not stated),-28,·,-2.0,-30,-28,-4,·,-2,15,-39,-53
O=S(=O)(NCC1CCCO1)c1ccc(S(=O)(=O)N(Cc2ccccn2)C2CC2)cc1 (configuration not stated),2,13,-0.9,7,-6,1,-2,-4,9,-6,7
Cn1c(=O)n(CC#N)c2ccccc21,2,6,-1.3,2,-10,0,3,0,-5,-16,3
CC(=O)c1ccc(OCCCC(=O)Nc2ccc(C)c(S(=O)(=O)N3CCCCC3)c2)cc1,18,18,-4.0,11,61*,36*,-8,-4,-2,38,13
N#Cc1c(/N=C/N2CCCC2)oc(-c2ccccc2)c1-c1ccccc1,-1,3,-1.6,-16,-8,-8,0,-6,6,-6,8
COc1cccc(C2CC(c3ccc(Cl)cc3Cl)Nc3nc(N)nn32)c1 (configuration not stated),5,1,9.2*,7,-4,13,2,21,11,-23,-12
O=C1CC(O)(c2ccccc2)C(c2ccccc2)=C1c1ccccc1 (configuration not stated),5,-7,-1.2,-12,1,0,-7,-10,5,-11,-14
CC1CCc2c(C(=O)NCC3CCCO3)csc2C1 (configuration not stated),-38,-9,-2.1,-31,-14,-3,7,2,7,-3,-62
C=CCNc1nc(C(=O)OCC(=O)c2ccc(C)c([N+](=O)[O-])c2)cs1,1,-3,-5.1,-21,-11,-6,-4,-7,-2,-2,-5
C=CCNC(=O)c1cc2c(=O)n3ccccc3nc2s1,-64,3,-0.6,-83,-30,-9,-19,1,4,-25,-121

# COUP-TFII inh, what is marked active above
SMILES,SRC1 inh,EBV LMP1 NFkB,MC4R barr agon,NCOA3 inh,COUP-TFII inh,NOD2 RIPK2 PPI,TLR9-MyD88 inh,ABHD5 PLIN5 PPI,MC4R antag cAMP,SRC2 inh,NR5A2 inv ag
CC(=O)c1ccc(OCCCC(=O)Nc2ccc(C)c(S(=O)(=O)N3CCCCC3)c2)cc1,18,18,-4.0,11,61*,36*,-8,-4,-2,38,13

# (cont.)
SMILES,SRC1 inh,EBV LMP1 NFkB,MC4R barr agon,NCOA3 inh,COUP-TFII inh,NOD2 RIPK2 PPI,TLR9-MyD88 inh,ABHD5 PLIN5 PPI,MC4R antag cAMP,SRC2 inh,NR5A2 inv ag
CC(C)=CCC/C(C)=C/CNC(=O)C[C@H]1C[C@H](C(=O)N2CCCCC2)[C@@]2(C)c3[nH]c4ccc(Cl)cc4c3CCN2C1=O,2,11,1.4,11,-8,-2,-5,-10,-6,12,-17
O=C(NC(Cc1c[nH]c2ccccc12)C(=O)OCC(=O)c1cccc2ccccc12)c1cccs1 (configuration not stated),-5,-5,-0.7,8,10,-1,-9,-1,4,-14,-19
Cn1c(N/N=C\c2cccc(O)c2)cc(=O)n(C)c1=O,15,3,-2.4,7,20,16,-9,1,1,-17,14
Cc1ccc(N(CC(=O)NCc2cccnc2)S(C)(=O)=O)cc1C,-2,-2,-0.4,4,-5,7,-3,-4,14,-16,3
CCc1c(Nc2ccccc2C)nc(N)[nH]c1=O,-1,1,-0.1,3,-10,-5,-4,5,1,4,1
CCC(C)(C)n1nnnc1C(c1ccc2ncccc2c1)N1CCN(Cc2ccc3c(c2)OCO3)CC1 (configuration not stated),-1,-14,0.5,15,-4,-12,7,6,-5,3,-2
COc1cccc(C2NC(=O)NC(C)=C2C(=O)OCC2CCCCC2)c1 (configuration not stated),-5,-15,5.2,3,-8,1,-6,2,26,7,-11
O=C(CN(Cc1ccccc1)S(=O)(=O)c1ccccc1)N1CCOCC1,-18,1,-0.1,22,-1,5,-2,-1,11,-22,10
C=Cc1ccc(Cn2c(C)c(C(=O)NCc3cccc([N+](=O)[O-])c3)sc2=O)cc1,-11,·,-0.8,7,10,-5,·,1,-9,22,38
O=C(c1cccc(Oc2ccc([N+](=O)[O-])cc2Cl)c1)N1CCOCC1,-14,-3,-4.2,0,12,-4,-3,-1,-2,1,3
CC1=CN2C(=N)/C(=C/c3ccc([N+](=O)[O-])o3)C(=O)N=C2S1,-27,-24,-2.2,-15,-6,3,-1,6,27,-18,14
Nc1nc(CSC(=S)N2CCN(c3ccccc3)CC2)nc(Nc2ccc(F)cc2)n1,8,14,0.3,18,-1,-9,-8,-1,-6,13,-8
Cc1ccccc1Cn1ccc(NC(=O)c2nc3ncccn3n2)n1,-19,-3,1.1,-21,-3,8,4,-8,4,6,-11
O=C(Nc1ccc(Cl)c(S(=O)(=O)N2CCOCC2)c1)c1cc(=O)[nH]c2ccccc12,-15,-2,0.7,4,-3,-11,6,-9,0,-24,11
COc1cccc(OC)c1-c1nn(-c2ncc(C(F)(F)F)cc2Cl)c(=O)o1,3,-8,-2.5,25,-2,-5,-4,-1,-2,17,5
Cc1ccc(OCC(=O)Nc2ccc3c(c2)nc(CCN2CCCCC2)n3C)cc1,2,13,-1.0,3,-7,-3,-18,4,5,4,-22
COc1ccc(C(=O)OCC(=O)Nc2ccc(Cl)c(C(F)(F)F)c2)c(OC)c1OC,-1,22,1.3,13,15,-8,5,-4,3,-32,1
CC(C)(C)C(=O)Nc1ccccc1C(=O)NCc1cccnc1,14,-9,1.6,8,2,-1,0,-4,-3,6,1
Cc1ccc(NC(=O)Nc2ccc3c(c2)C(=O)OC3)cc1Cl,-11,-1,0.5,-8,-10,-2,·,-6,3,-50,-19
COc1cccc(C2CC(c3ccc(Cl)cc3)Nc3nc(N)nn32)c1 (configuration not stated),1,-2,4.8,7,-3,2,9,4,11,-31,10
CC(=O)NC1C(Oc2ccc3c(C)cc(=O)oc3c2)OC(COC(C)=O)C(OC(C)=O)C1OC(C)=O (configuration not stated),9,0,-2.2,5,-8,3,-12,6,20,-7,-8
O=C(COC(=O)c1ccc(S(=O)(=O)N2CCCC2)cc1)NCc1ccco1,8,-5,3.4,-4,14,-4,5,0,27,-26,-9
Cc1ccc(NC(=O)COC(=O)c2cccnc2Cl)cc1S(=O)(=O)N1CCCCC1,-8,-4,-3.1,19,-1,11,-7,-2,6,3,13
CCCCn1c(N)c(N(CCOC)C(=O)CCCc2nc3ccccc3s2)c(=O)[nH]c1=O,-11,2,-0.4,-7,10,-1,-4,1,6,-32,7
O=C(NNC(=S)Nc1ccc(F)cc1)C1CC1c1ccc(Cl)cc1 (configuration not stated),7,3,-2.2,6,0,-4,7,-8,-1,0,7
O=C(COc1ccc(Br)cc1Cl)N1CCN(c2ccccn2)CC1,8,-4,-0.7,14,1,14,0,-2,3,-8,-5
O=C(CSc1n[nH]c(-c2cccnc2)n1)Nc1ccc(Br)cc1,-45,15,-0.7,0,-6,-16,0,-1,4,8,1
O=C(CSc1nc2ccc(Cl)cc2[nH]1)NC1CCCC1,-47,2,-1.8,13,-26,-9,-2,0,-1,-15,13

# Ordered by value in SRC1 inh (rising): 5 from the list above.
SMILES,SRC1 inh,EBV LMP1 NFkB,MC4R barr agon,NCOA3 inh,COUP-TFII inh,NOD2 RIPK2 PPI,TLR9-MyD88 inh,ABHD5 PLIN5 PPI,MC4R antag cAMP,SRC2 inh,NR5A2 inv ag
Cc1ccc(NC(=O)Nc2ccc3c(c2)C(=O)OC3)cc1Cl,-11,-1,0.5,-8,-10,-2,·,-6,3,-50,-19
COc1cccc(C2NC(=O)NC(C)=C2C(=O)OCC2CCCCC2)c1 (configuration not stated),-5,-15,5.2,3,-8,1,-6,2,26,7,-11
Cc1ccc(N(CC(=O)NCc2cccnc2)S(C)(=O)=O)cc1C,-2,-2,-0.4,4,-5,7,-3,-4,14,-16,3
O=C(NNC(=S)Nc1ccc(F)cc1)C1CC1c1ccc(Cl)cc1 (configuration not stated),7,3,-2.2,6,0,-4,7,-8,-1,0,7
Nc1nc(CSC(=S)N2CCN(c3ccccc3)CC2)nc(Nc2ccc(F)cc2)n1,8,14,0.3,18,-1,-9,-8,-1,-6,13,-8
